# Assay outcomes from PubChem BioAssay.
# GalR3 antagonist: blocks the human galanin receptor 3 | O60755 | HEK293 GalR3-CNG cAMP membrane potential fluorescence; galR3 body fused to GalR1 C-terminus | inhibition, % at 3 µM | 360,000 compounds, 0.44% hits;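 active means inhibition above the screen-wide average plus 3 SD, cut at about 13% in these data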;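 further: forskolin and galanin both at EC90 stimulate the cells; cAMP rise reported by CNG channel membrane potential dye signal; 0% = forskolin plus galanin with DMSO and 100% = forskolin alone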
# VIM-2 inhibitor: inhibitors of Pseudomonas aeruginosa VIM-2 metallo-beta-lactamase | purified VIM-2, nitrocefin hydrolysis, epi-absorbance fluorescence | inhibition, % at 5.6 µM | 290,000 compounds, 0.89% hits;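 active means inhibition above the mean of all tested compounds plus 3 SD, cutoff set per screening run, cut at about 7.5% in these data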;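 further: red hydrolysis product quenches plate fluorescence so inhibitors raise well fluorescence; 0% = enzyme with DMSO and 100% = DMSO without enzyme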
# HCV NS3 hel inh: HCV NS3 helicase inhibition | NS3 helicase DNA unwinding, Cy5 molecular beacon fluorescence | inhibition, % at 10.9 µM | 290,000 compounds, 0.56% hits | AID 1800;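 active means inhibition above the mean of all tested compounds plus 3 SD, set per campaign, cut at about 35% in these data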;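 further: 0% = DMSO wells and 100% = thioflavine S control wells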
#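 assay system = NS3 helicase fragment of HCV | buffer or medium = MOPS pH 6.5, MgCl2, DTT, Tween20, BSA | timing = 60 min unwinding reaction at 25 °C after ATP addition | signal = Cy5 beacon fluorescence read at start and 1 h | read-out basis = % inhibition of unwinding | control set = low DMSO, high thioflavine S at 110 µM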
# OXTR ag: human OXTR agonism; CHO-OTR cells, Fluo-8 calcium fluorescence; normalized: DMSO 0%, oxytocin 100%; activation, % at 3 µM; 320,000 compounds, 0.32% hits; AID 2435;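 active means activation above the mean of all tested compounds plus 3 SD, cutoff set per screening run, cut at about 20% in these data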;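 further: peak over basal fluorescence ratio from a 100 s FLIPR kinetic read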
# Target sequence (P30559 whole entry, looked up): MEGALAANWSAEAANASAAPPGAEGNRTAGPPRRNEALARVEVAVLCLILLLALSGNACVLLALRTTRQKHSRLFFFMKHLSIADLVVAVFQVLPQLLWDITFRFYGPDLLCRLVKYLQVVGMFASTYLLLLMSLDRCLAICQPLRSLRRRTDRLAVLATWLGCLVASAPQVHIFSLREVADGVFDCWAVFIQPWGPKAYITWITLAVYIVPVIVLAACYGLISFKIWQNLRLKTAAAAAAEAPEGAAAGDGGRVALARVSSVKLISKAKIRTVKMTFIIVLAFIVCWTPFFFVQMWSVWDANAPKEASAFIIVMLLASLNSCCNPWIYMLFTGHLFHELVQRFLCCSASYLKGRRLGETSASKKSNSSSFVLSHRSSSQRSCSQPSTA
# IMP-1 inh: blocks Pseudomonas aeruginosa IMP-1 metallo-beta-lactamase; purified IMP-1, nitrocefin hydrolysis, epi-absorbance fluorescence; inhibition, % at 5.6 µM; AID 1556; 290,000 compounds, 0.45% hits;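 active means inhibition above the mean plus 3 SD of all compounds in the same screening run, cut at about 4.5% in these data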;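 further: 0% = IMP-1 with DMSO and 100% = DMSO wells lacking enzyme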
#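 assay system = purified recombinant IMP-1 metallo-beta-lactamase enzyme | schedule = 15 min preincubation plus 25 min reaction at 25 °C | signal = Epi-absorbance fluorescence, 480 nm excitation, 530 nm emission | read-out basis = percent inhibition from optical density relative to buffer-blank wells | controls = IMP-1 with DMSO as 0%, enzyme-free DMSO as 100%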
# GPR7 antag: human neuropeptides B/W receptor 1 antagonism | P48145 | 290,000 compounds, 1.1% hits | inhibition, % at 4.4 µM | GPR7-expressing cells, fluorescence antagonist assay | AID 1861; in the data active means inhibition above about 16%, passing the limit was not always enough;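 further: cells stimulated with the agonist NPW; 0% = agonist with vehicle and 100% = vehicle without agonist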
# Target sequence (P48145 whole entry, looked up): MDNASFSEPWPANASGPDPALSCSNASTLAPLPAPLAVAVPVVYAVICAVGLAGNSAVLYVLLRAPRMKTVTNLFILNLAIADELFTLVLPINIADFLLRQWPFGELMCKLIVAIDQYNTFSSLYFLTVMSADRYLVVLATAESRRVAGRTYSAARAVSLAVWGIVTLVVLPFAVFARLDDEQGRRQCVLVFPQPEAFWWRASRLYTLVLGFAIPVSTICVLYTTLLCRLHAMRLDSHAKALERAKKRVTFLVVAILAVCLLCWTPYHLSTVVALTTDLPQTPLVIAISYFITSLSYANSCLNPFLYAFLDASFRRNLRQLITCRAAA
# PHOSPHO1 block: inhibitors of human PHOSPHO1 phosphatase. Q8TCT1. recombinant PHOSPHO1, absorbance phosphatase assay. inhibition, % at 13.3 µM. 290,000 compounds, 1.1% hits. AID 1565; in the data active means inhibition above about 60%
# Target sequence (Q8TCT1 whole entry, looked up): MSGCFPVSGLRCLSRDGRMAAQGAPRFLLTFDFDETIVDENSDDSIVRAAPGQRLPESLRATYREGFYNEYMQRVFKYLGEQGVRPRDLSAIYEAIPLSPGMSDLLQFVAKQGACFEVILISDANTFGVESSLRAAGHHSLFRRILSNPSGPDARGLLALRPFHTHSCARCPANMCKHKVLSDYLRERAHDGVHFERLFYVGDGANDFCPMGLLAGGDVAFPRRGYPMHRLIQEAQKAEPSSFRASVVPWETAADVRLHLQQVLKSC
# FID counter: fluorescent intercalator displacement, NS3 helicase counter-screen; DNA fluorescent intercalator displacement, fluorescence; inhibition, % at 7.9 µM; 290,000 compounds, 0.17% hits; in the data active means inhibition above about 37%;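 further: 0% = vehicle and 100% = reference compound; higher means more ethidium bromide displaced from hairpin DNA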
# V1R ag counter: counter-screen for oxytocin receptor agonists: human V1a receptor agonists; AID 2797; P37288; 320,000 compounds, 0.25% hits; activation, % at 3 µM; CHO-V1R cells, Fluo-8 calcium fluorescence, agonist mode; 0% DMSO, 100% 3 nM vasopressin;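 active means activation above the mean activation of all tested compounds plus 3 SD, per screening run, cut at about 20% in these data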;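 further: signal is peak over basal fluorescence ratio across a 100 second FLIPR read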
# Active calls of the source: *; · = not tested or not shown; & = joins results of further samples.
SMILES,GalR3 antagonist,VIM-2 inhibitor,HCV NS3 hel inh,OXTR ag,IMP-1 inh,GPR7 antag,PHOSPHO1 block,FID counter,V1R ag counter
CN(C)C(=O)c1nc2ccc(Cl)cn2c1CN1CCCC(OCc2cccnc2)C1 (stereo not given),-4,-3.9,1,0.0,-3.3,1,31,-2,0.9
O=C(CCCn1c(=O)c2cccn2c2cccnc21)NCCc1ccc(Cl)cc1,0,-1.6,-7,-0.2,-2.4,5,15,-37,-1.0
O=C(COc1cccc2ccccc12)NNC(=O)[C@@H]1CCCC[C@@H]1C(=O)O,0,-8.2,-6,-0.3,-5.1,-14,-43,-6,-0.5
COc1ccc(-n2nnnc2SCC(=O)c2cccc(OC)c2)cc1,-6,-2.5,7,0.0,-2.4,-6,14,-12,0.2
N#C/C(=C\c1ccco1)C(=O)Nn1cnnc1,5,-0.8,-12,0.9,-1.9,-2,13,-1,-0.7
CCOc1ccc(CN2CCC(n3nccc3NC(=O)C3CC3)CC2)cc1CO,2,-0.4,-1,-1.6,-1.8,2,13,-5,1.1
CCC(C)(C(=O)NC1CCCCC1)N(Cc1cccs1)C(=O)c1ccc(=O)[nH]c1 (stereo not given),2,0.6,21,-0.4,0.2,15,-8,-14,0.5
COc1ccc(NC(=O)c2cc(S(=O)(=O)N3CCOCC3)cs2)cc1,-9,0.1,2,-0.8,-2.5,0,22,-1,1.1
Cc1c(CCO)c(=O)[nH]n1C(=O)c1ccc(F)cc1,-3,6.2,-1,-0.3,-2.4,-8,5,-1,-0.2
CCOc1ccc(CCNC(=O)C2CC(=O)N(C3CCCC3)C2)cc1OCC (stereo not given),-9,-2.3,0,-0.8,0.5,-10,8,-21,0.3
CCOc1ccc(C(=O)c2nc3c(n2O)CCCC3)cc1,11,-1.6,0,1.6,-7.8,-17,15,-1,1.7
N#CC(=C1N=c2ccccc2=N1)c1c(O)[nH]c2ccccc12,·,-2.2,2,·,-3.3,-2,32,3,·
CN1CCN(/C=N/c2sc3c(c2C#N)CCCCC3)CC1,-2,-1.1,-17,1.5,-0.5,6,18,6,0.2
COCc1ccc(CN2CCc3c([nH]c4ccccc34)C2CC(C)C)o1 (stereo not given),-2,0.3,-2,-0.3,-0.4,-12,20,-8,-0.6
Cc1ccnc(NC(=O)CCC(=O)N(CC(=O)NCc2ccccc2)Cc2ccco2)c1,-5,-1.1,3,0.6,-1.9,-20,-20,-26,-0.1
Cc1c(NC(=O)c2ccc(-c3ccccc3)cc2)cccc1C(=O)O,4,-2.2,8,-0.1,-1.9,-11,28,-19,0.3
CC(Cc1n[nH]c(=S)n1N)c1ccccc1 (stereo not given),-7,-4.5,3,0.2,-4.5,-2,-44,-10,0.7
CSC(=NS(=O)(=O)c1ccccc1)SC,-1,-4.3,-1,-2.2,-1.2,-1,18,-5,-0.8
CN(C)CCN1C(=O)c2oc3ccccc3c(=O)c2C1c1cccc(Br)c1 (stereo not given),-7,-3.0,-5,1.5,-4.0,-5,6,2,0.6
N#Cc1c(NC(=O)c2ccco2)sc2c1CCC2,1,-0.3,13,1.5,-0.6,-3,20,-8,0.8

# Copied from the list:
# `CN(C)C(=O)c1nc2ccc(Cl)cn2c1CN1CCCC(OCc2cccnc2)C1` (stereo not given) @ V1R ag counter: 0.9
# `CN1CCN(/C=N/c2sc3c(c2C#N)CCCCC3)CC1` @ OXTR ag: 1.5
# `CCOc1ccc(C(=O)c2nc3c(n2O)CCCC3)cc1` @ OXTR ag: 1.6

# The list continues:
SMILES,GalR3 antagonist,VIM-2 inhibitor,HCV NS3 hel inh,OXTR ag,IMP-1 inh,GPR7 antag,PHOSPHO1 block,FID counter,V1R ag counter
Cc1cc(C)c(S(=O)(=O)N2CCOC2CNC(=O)C(=O)NCc2ccccn2)c(C)c1 (stereo not given),-5,0.9,-2,-0.4,-1.7,-5,19,-35,-1.2
CC1(C(=O)NCc2cc(F)cc(C(F)(F)F)c2)C=CC2(CCCCC2)N1C(=O)c1ccccc1 (stereo not given),-5,-0.9,-2,-2.6,-3.5,-6,-1,-7,-0.3
Cn1c(=O)c2c(-c3ccccc3)n(-n3cnnc3)cc2n(C)c1=O,-2,-0.4,1,0.3,-1.9,0,6,-6,0.2
Cc1cc(=O)oc2cc(OCC(=O)N3CCCc4ccccc43)ccc12,-4,-1.7,-3,-0.8,-0.5,1,-32,-10,2.5
COc1ccc(N2CCN(CCCNC(=O)C3CCCN(S(=O)(=O)c4cnc[nH]4)C3)CC2)cc1 (stereo not given),-2,1.0,-2,1.7,-0.7,0,10,14,0.1
COc1ccc(OC)c(NC(=S)NCCN2CCOCC2)c1,-2,-0.1,30,0.3,-1.7,-1,-10,-4,0.3
CCOC(=O)c1c(C)n(OCc2ccccc2)c2ccc3nonc3c12,-8,-2.2,-7,-1.6,-3.5,-20,22,-6,0.3
O=C(Nc1ccc2c(c1)C(=O)OC2)c1ccc(F)cc1F,1,3.7,22,1.1,0.8,2,-4,3,-0.3
Cc1cc(NC(=O)COC(=O)C2CC(=O)N(c3ccc(Br)cc3)C2)no1 (stereo not given),-3,1.4,-1,0.8,-2.4,0,23,-18,1.6
CCCc1cc(=O)n2[nH]c(C(F)(F)F)nc2n1,-5,-0.7,2,-0.7,-2.0,-1,19,2,0.6
N#Cc1c(SCC(N)=O)nc2c(c1-c1ccc(OCc3ccccc3)cc1)CCCC2,·,-0.9,10,·,-2.6,-6,·,-11,·
COC(=O)c1cccc(NC(=O)CC2NCCNC2=O)c1 (stereo not given),0,-3.6,-3,0.4,-2.3,-15,-4,-3,0.3
CCCS(=O)(=O)c1nc(S(=O)(=O)c2ccc(C)cc2)c(N2CCCC2)s1,-2,-0.6,3,-0.8,-4.4,-8,-25,-2,-0.5
N#Cc1ccccc1NC(=O)CNc1ccccc1N1CCCCC1,0,0.7,-4,-1.9,2.8,-10,0,-15,-1.4
Cc1cc(Cl)c(S(=O)(=O)Nc2ccon2)cc1OCC(=O)NC1CCCCC1,-3,-1.9,3,-0.5,-1.4,-8,26,-31,0.2
COc1cc2ncnc(NCc3ccc4c(c3)OCO4)c2cc1OC,-1,0.7,3,-0.4,-0.6,6,·,3,1.6
O=C(NNc1nc2ccc(F)cc2s1)c1cccc(F)c1,-4,-6.0,-4,4.7,-3.9,-8,-16,4,3.4
CCC(=O)NCCNc1nc2cc(C)cc(C)c2cc1C#N,-4,0.6,1,-1.9,-2.9,-15,37,-11,-0.8
Oc1ccc(Cl)cc1-c1cc(C(F)(F)C(F)F)nc(-c2ccccc2)n1,6,-2.6,4,1.0,-0.8,-2,-3,-1,0.2
O=C(OC(C(=O)NC1CCCC1)c1cccnc1)C1=Cc2ccccc2OC1 (stereo not given),-2,-1.6,3,-1.6,-3.0,-10,48,-7,-0.2

# The closing 2 records of the part before open the next one.
SMILES,GalR3 antagonist,VIM-2 inhibitor,HCV NS3 hel inh,OXTR ag,IMP-1 inh,GPR7 antag,PHOSPHO1 block,FID counter,V1R ag counter
Oc1ccc(Cl)cc1-c1cc(C(F)(F)C(F)F)nc(-c2ccccc2)n1,6,-2.6,4,1.0,-0.8,-2,-3,-1,0.2
O=C(OC(C(=O)NC1CCCC1)c1cccnc1)C1=Cc2ccccc2OC1 (stereo not given),-2,-1.6,3,-1.6,-3.0,-10,48,-7,-0.2
CCOP(=O)(OCC)c1nc(-c2ccc(C)cc2)oc1NCc1ccccc1,-4,-3.7,-6,-2.6,-3.0,-2,7,-17,-1.6
COc1ccc(S(=O)(=O)N2CCN(CC(=O)Nc3cccc(OC)c3)CC2)cc1,-4,-1.4,-5,0.0,-0.1,35*,38,-28,0.8
Clc1cccc(CN2COc3c(cc(Cl)c4cccnc34)C2)c1,·,-0.6,17,0.5,-2.1,-3,-4,-10,-0.2
O=C(Nc1nnc(-c2ccc(Cl)cc2)o1)C1=COCCO1,-7,-5.2,8,-0.3,-7.0,-4,2,0,0.1
CCOc1ccc(Cl)cc1CNCCNCCO,-1,2.7,-29,0.1,-2.6,-5,6,15,0.4
COc1ccccc1NC(=O)CCC(=O)OCc1cccc([N+](=O)[O-])c1,-2,0.6,-4,-1.2,-2.9,-12,43,0,1.1
O=C(NNS(=O)(=O)c1ccccc1C(F)(F)F)c1cc2ncc(C(F)(F)F)cc2s1,-2,-2.0,1,-1.0,-0.9,-13,12,-23,2.2
O=C(NCCN1CCOCC1)c1ccc(NS(=O)(=O)c2ccccc2)cc1,-4,-4.1,-4,1.3,-0.7,-26,51,-5,0.4
O=C1NNC(c2ccccc2)=N/C1=C\c1ccccc1,1,-2.0,4,0.7,-0.5,-2,18,6,0.7
Cc1ccc(-n2nnnc2SCC#N)cc1,-5,1.9,4,-0.2,-0.9,-4,-23,-3,0.3
COc1ccc(OCCC(=O)OCC(=O)Nc2ccc(S(=O)(=O)N3CCOCC3)cc2)cc1,0,-1.9,-5,4.3,-2.4,-7,0,10,5.4
CC(=O)c1cccc(NC(=O)N2CCCC2C(=O)NCc2ccc3c(c2)OCO3)c1 (stereo not given),-9,-2.1,4,1.1,-4.3,-6,-1,-4,-0.2
CC(c1ccco1)N(C(=O)c1ccc(Cl)s1)c1ccccn1 (stereo not given),3,-3.0,0,-0.2,-3.3,-11,-28,-10,-0.1
O=C(NC1CCCCC1)NC1CCN(S(=O)(=O)Cc2ccccc2)CC1,-5,-1.3,2,1.4,-1.9,0,10,-4,0.8
CS/C(=N\S(=O)(=O)c1cccs1)Nc1ccc(N2CCOCC2)cc1,-1&0,-0.9,1,4.2,-2.6,-12,3,-24,2.8
CC1=C(C(=O)Nc2ccc(C(=O)N3CCN(c4ccccc4F)CC3)cc2)SCCO1,-8,-3.4,-3,3.2,-2.2,1,37,-63,5.1
Cc1c(CC(=O)O)c(=O)oc2c(C)c3occ(-c4ccc(F)cc4)c3cc12,-11,15*,28,·,2.1,0,39,-7,·
Cc1ccsc1C(=O)C1CCCN(Cc2cn(C)nc2-c2ccccc2)C1 (stereo not given),1,-2.6,-1,0.2,-3.7,2,28,11,-0.5
Cc1noc(C(=O)Nc2cc(Cl)ccc2O)c1Cl,-10,-0.4,-2,6.3,-2.1,8,24,5,1.9
Cc1cc2[nH]c(=O)c(=O)[nH]c2cc1S(=O)(=O)N1CCN(c2cccc(C(F)(F)F)c2)CC1,-7,-1.9,-1,-0.6,-1.8,-6,40,-29,-0.6
CCC(C)(C)N1CC(=O)N(Cc2ccccc2)C(c2ccc(OC)cc2)C1=O (stereo not given),-2,-2.2,3,-2.3,-1.4,8,1,-18,-1.3
Cc1nc2ccccc2c2oc(C(=O)NCCN3CCN(C)CC3)cc12,1,42*,10,1.5,-5.6,-4,-2,19,-0.1
COc1ccc(-c2noc(CCCc3ccccc3)n2)cc1OC,1,-2.9,3,-0.9,-3.3,-12,-20,-23,0.7
COc1ccccc1OCCOc1ccc(/C=C2\C(=N)N3N=C(S(C)(=O)=O)SC3=NC2=O)cc1,-7,-2.9,8,-0.7,-1.1,36,2,-5,0.1
O=C(COC(=O)C1CCN(C(=O)c2ccc(Cl)cc2)CC1)c1ccco1,-6,-3.7,-1,1.1,-3.7,-12,-4,-18,2.9
CC1CCN(C(=O)c2ccc(CNc3c(N4CCCC4)c(=O)c3=O)cc2)CC1,4,-0.9,5,0.4,-2.9,-4,53,-20,0.1

# Compounds as they come; overall some 4.3% were active at least once.
